Mtb BioA inh – inhibitors of Mycobacterium tuberculosis BioA enzyme. purified M. tuberculosis BioA enzyme, plate reader. 360,000 tested, 0.096% active. AID 602481. inhibition, % at 9.99 µM; in the data active means inhibition above about 40%
Rv3671c protease – Rv3671c (M. tuberculosis) protease inhibition. P9WHR9. inhibition, % at 5.96 µM. 320,000 tested, 0.048% active; in the data active means inhibition above about 38%;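 further: extracellular domain of Rv3671c used as enzyme; 0% = enzyme with DMSO and 100% = no enzyme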
Target sequence (P9WHR9 whole entry, looked up, the tested form may be a part): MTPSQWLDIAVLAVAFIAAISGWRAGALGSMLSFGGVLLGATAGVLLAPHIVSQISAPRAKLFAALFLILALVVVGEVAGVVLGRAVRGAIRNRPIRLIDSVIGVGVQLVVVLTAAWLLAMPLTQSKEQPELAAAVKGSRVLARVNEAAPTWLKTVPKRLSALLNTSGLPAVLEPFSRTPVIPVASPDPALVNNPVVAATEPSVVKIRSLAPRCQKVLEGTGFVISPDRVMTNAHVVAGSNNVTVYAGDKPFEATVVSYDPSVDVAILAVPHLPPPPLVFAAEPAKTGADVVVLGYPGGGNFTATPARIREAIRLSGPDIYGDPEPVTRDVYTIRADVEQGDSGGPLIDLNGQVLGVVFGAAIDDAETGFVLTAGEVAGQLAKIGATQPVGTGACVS
Mtb FBA inh – inhibits M. tuberculosis FBA enzyme | P9WQA3 | purified M. tuberculosis FBA, fluorescence read-out | inhibition, % at 1 µM | 360,000 tested, 2.3% active | AID 588726; in the data active means inhibition above about 27%;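 further: 0% = vehicle and 100% = reference inhibitor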
Target sequence (P9WQA3 whole entry, looked up): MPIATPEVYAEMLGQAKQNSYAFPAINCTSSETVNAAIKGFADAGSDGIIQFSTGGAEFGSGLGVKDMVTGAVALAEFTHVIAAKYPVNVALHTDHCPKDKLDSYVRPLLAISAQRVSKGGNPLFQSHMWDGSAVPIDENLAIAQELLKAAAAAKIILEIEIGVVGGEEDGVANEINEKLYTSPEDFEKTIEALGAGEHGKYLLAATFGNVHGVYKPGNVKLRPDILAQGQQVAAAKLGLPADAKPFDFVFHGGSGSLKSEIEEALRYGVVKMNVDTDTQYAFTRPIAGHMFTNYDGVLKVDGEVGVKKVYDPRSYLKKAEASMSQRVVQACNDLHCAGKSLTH
GDH-TPI inh – GDH-TPI coupled enzyme inhibition counter-screen; GDH-TPI coupled enzyme counterscreen, NADH absorbance; inhibition, % at 4.8 µM; 360,000 tested, 1.2% active; in the data active means inhibition above about 30%;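 further: 0% = DMSO wells and 100% = wells lacking the enzyme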
3CLpro inhibitor – SARS-CoV 3CLpro protease inhibition; P0C6X7; recombinant SARS-CoV 3CLpro, quenched FRET peptide cleavage; inhibition, % at 6 µM; 290,000 tested, 0.14% active; AID 1706; in the data active means inhibition above about 12%
VHR inh abs – inhibitors of human VHR1 phosphatase (DUSP3); P51452; recombinant VHR phosphatase, pNPP absorbance; inhibition, % at 13.3 µM; 290,000 tested, 0.52% active; in the data active means inhibition above about 50%; further: some compounds called inactive have numbers as strong as hits
Target sequence (P51452 whole entry, looked up): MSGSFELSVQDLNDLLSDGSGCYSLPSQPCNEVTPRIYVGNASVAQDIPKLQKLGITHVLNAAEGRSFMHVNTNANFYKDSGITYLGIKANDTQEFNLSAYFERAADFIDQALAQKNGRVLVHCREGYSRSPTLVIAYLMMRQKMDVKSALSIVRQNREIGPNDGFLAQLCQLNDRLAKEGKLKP
SSB-PriA inh – K. pneumoniae PriA-SSBct interaction inhibition | inhibition, % at 33 µM | 430,000 tested, 0.6% active | AlphaScreen SSBct-PriA binding, biotinylated peptide; in the data active means inhibition mostly above about 37%, no sharp cut-off; inactive means mostly below about 20%;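 further: plate controls were negative control peptide for no effect and reference peptide for full effect; strong numbers were not always called active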
BH1578 lux ind – quorum light induction in luxS cqsA deficient V. cholerae. V. cholerae BH1578 lux reporter, luminescence, 6 h. activation, % at 18.7 µM. 350,000 tested, 0.16% active; in the data active means activation mostly above about 9.7%, no sharp cut-off; further: not every result past the cut was called active; inactives centre near 0; reference of the scale not given here
UGM FP inh – Mtb UDP-galactopyranose mutase inhibition | P9WIQ1 | purified UGM, fluorescence polarization probe displacement | inhibition, % at 10 µM | 320,000 tested, 0.06% active; in the data active means inhibition above about 10%, passing the limit was not always enough
MazF activator – activators of E. coli MazEF toxin-antitoxin RNase | P0AE70 | FAM/BHQ RNA-DNA oligo cleavage fluorescence, 5 h | activation, % at 20 µM | 350,000 tested, 0.32% active | AID 504720; in the data active means activation above about 50%
Target sequence (P0AE70 whole entry, looked up): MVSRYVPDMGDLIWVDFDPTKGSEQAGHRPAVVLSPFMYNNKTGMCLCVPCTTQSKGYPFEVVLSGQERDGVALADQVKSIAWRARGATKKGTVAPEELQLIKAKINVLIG
Numbers without * were called inactive; i = inactive; . = not tested or not shown. These rows are one share of the data; count on the stated rates, not on these rows.

Structure	Mtb BioA inh	Rv3671c protease	Mtb FBA inh	GDH-TPI inh	3CLpro inhibitor	VHR inh abs	SSB-PriA inh	BH1578 lux ind	UGM FP inh	MazF activator
O=C(N=Nc1c(O)[nH]c2ccc([N+](=O)[O-])cc12)c1ccccc1Cl	-1.0	-5	0	22	3	57*	-7	0.4	0.2	2
CCOC(=O)NC(=O)CSc1nc2ccc(OCC)cc2[nH]1	-1.0	4	0	12	4	10	-12	i	0.7	11
COc1cc(CC(=O)OCC(=O)NC2CCCCC2)cc(OC)c1OC	-0.3	12	1	1	-1	15	3	i	-0.1	0
O=C(CCCc1ccccc1)Nc1ccc(Br)cc1F	-0.6	-6	1	2	-7	19	-8	0.5	2.3	1
CCCN1Cc2cccc(C(=O)Nc3ccc(CN4CCCC4)cc3)c2C1=O	1.1	-10	-8	0	3	-8	7	-2.7	1.2	3
Cc1ccc(C2c3sc(=O)[nH]c3SC3C(=O)NC(=O)C32)cc1 (centres undefined)	-1.5	-1	-1	2	-2	9	-11	-0.3	-2.8	-79
CNC(=O)NC(=O)CSc1nc(-c2cccs2)c(C#N)c(=O)[nH]1	.	.	2	-2	3	16	-14	-0.3	.	0
CCOC(=O)C1=NOC(CNC(=O)c2c(-c3ccccc3Cl)noc2C)C1 (centres undefined)	.	-3	2	4	4	-5	-11	4.5	0.4	5
CN(c1ccccc1)S(=O)(=O)c1ccc(C(=O)Nc2ncccc2O)cc1	.	4	4	7	.	.	-10	i	0.4	4
N#Cc1cc(N)c(Nc2ccccc2)cc1C#N	0.6	3	4	29	-3	21	-10	i	-1.2	-11

Rewritten with each value named: part of the list above
CN(c1ccccc1)S(=O)(=O)c1ccc(C(=O)Nc2ncccc2O)cc1
  Mtb BioA inh = .
  Rv3671c protease = 4
  Mtb FBA inh = 4
  GDH-TPI inh = 7
  3CLpro inhibitor = .
  VHR inh abs = .
  SSB-PriA inh = -10
  BH1578 lux ind = i
  UGM FP inh = 0.4
  MazF activator = 4

N#Cc1cc(N)c(Nc2ccccc2)cc1C#N
  Mtb BioA inh = 0.6
  Rv3671c protease = 3
  Mtb FBA inh = 4
  GDH-TPI inh = 29
  3CLpro inhibitor = -3
  VHR inh abs = 21
  SSB-PriA inh = -10
  BH1578 lux ind = i
  UGM FP inh = -1.2
  MazF activator = -11

Other results.
Structure	Mtb BioA inh	Rv3671c protease	Mtb FBA inh	GDH-TPI inh	3CLpro inhibitor	VHR inh abs	SSB-PriA inh	BH1578 lux ind	UGM FP inh	MazF activator
COc1ccc(/C=N\NC(=O)CNC(=O)C(c2ccccc2)c2ccccc2)cc1[N+](=O)[O-]	.	-4	3	10	5	-4	.	-0.2	-1.0	13
CCC(CO)(C(=O)OC1C[N+]2(C)CCC1CC2)c1ccccc1 (centres undefined)	1.7	-1	0	-3	3	-13	-8	0.4	-0.6	3
Cc1ccc(OCCCCN2CCCCC2)cc1	-1.6	.	1	-6	-3	87	-8	0.4	-2.8	7
Cc1ccc(-c2cc(C(=O)N3CCCCCC3)no2)cc1	0.1	-3	0	-2	-7	18	-12	-0.2	-0.3	-2
COc1ccccc1Nc1nnc(SCc2cc(=O)n3cc(C)ccc3n2)s1	0.4	2	1	13	-3	16	2	-0.5	-5.8	2
CCOc1ccc(NCc2cccn2-c2nnc(N3CCC(C(=O)NCCCN4CC(C)CC(C)C4)CC3)s2)cc1 (centres undefined)	0.7	-2	0	-3	2	13	5	-0.2	3.6	25
CC1(C)CN(c2cccc(C#N)c2)C1=O	.	2	0	-9	2	33	-20	i	-1.0	5
CC1C(c2ccccc2)N(C)C(c2ccccc2)CC1(O)c1ccc(F)cc1 (centres undefined)	0.4	-13	-3	1	5	2	2	-0.5	-0.3	-1
Cn1c(SCC(=O)c2ccc(F)cc2)nnc1-c1cnccn1	-2.7	-3	0	-11	3	-27	-12	i	0.7	7
CN1CCN(CCNC(=O)c2cc3c(=O)n(C)c4ccccc4c3n2C)CC1	-0.7	-4	15	14	-2	17	-2	i	-0.6	7
Fc1nc(N2CCCC2)c(F)c(Oc2ccccc2Oc2c(F)c(F)nc(N3CCCC3)c2F)c1F	-2.9	9	1	-2	-2	37	-16	i	-0.6	9
COc1ccc(CC(=O)N2CCN=C2SC)cc1OC	.	2	2	-11	1	-3	-5	-1.6	-1.9	3
CS/C(N)=N/N=C/c1cc(C)ccc1O	.	9	1	30	-2	13	.	-0.9	-0.3	1
Cc1cccc(C)c1NC(=O)Cn1cnc2c(=O)n(C)c(=O)n(C)c21	-2.0	1	1	1	4	11	-23	-0.4	2.7	2
COc1ccc(-c2noc(CCCC(=O)Nc3ccc(C(N)=O)cc3)n2)cc1	-0.5	5	4	1	1	30	2	2.0	-0.7	-2
COC(=O)C1CCN(CC(=O)Nc2sc3c(c2C#N)CCC3)CC1	-0.1	-1	1	5	2	16	-14	-0.4	.	1
CC1CN(C(=O)c2ccccc2Nc2ccc(SC(F)F)cc2)CC(C)O1 (centres undefined)	0.8	-4	-1	-10	5	28	-5	0.8	2.1	-6
O=C(NCCOc1ccc(Cl)cc1)C(=O)NCC1CCCO1 (centres undefined)	.	1	2	-2	-4	43	-6	-0.2	1.3	4
COCc1ccc(C(=O)N2CCCCC2C(=O)Nc2ccc(-n3nc(C)cc3C)cc2)o1 (centres undefined)	-1.1	-2	4	3	0	11	5	i	-4.0	2
C/C(=N\NC(=O)c1ccncc1)c1ccc(N2CCOCC2)cc1	0.8	-7	1	17	.	.	.	-3.1	-1.1	0
C=CCN1C(=O)[C@@H]2Cc3c([nH]c4ccccc34)C(c3cc(OC)c(OC)c(OC)c3)N2C1=S (some centres undefined)	-2.3	-18	0	10	4	1	-4	i	-3.7	-94
COc1ccc(Cl)cc1C(=O)OCC(=O)c1c(N)n(C)c(=O)n(C)c1=O	-0.3	.	2	-12	.	.	.	-1.2	.	2
O=C(Cn1cnc2c(nnn2Cc2ccc(F)cc2)c1=O)N1CCCc2ccccc21	-1.4	-9	3	8	3	26	-2	i	-1.2	2
CCN(CCn1cccn1)C(=O)c1cc(COc2cccc3cccnc23)on1	0.0	2	4	-3	0	9	-11	0.6	.	2
O=C(O)c1ccc(Cl)c(S(=O)(=O)N2CCCCCC2)c1	0.4	-3	1	-2	3	8	-22	-0.5	-0.3	2
CC(C)=C(NC(=O)c1ccccc1)C(=O)Nc1ccc(C(=O)O)cc1	.	-8	2	2	-2	37	-3	3.1	0.5	1
Nc1nnc(SCC(=O)Nc2ccc(S(=O)(=O)N3CCOCC3)cc2)s1	4.0	4	-5	5	2	19	-10	-0.5	0.2	6
CC(C)Cc1ccc(C2=CSC3=NCCN23)cc1	0.3	4	-1	-9	.	.	7	-0.7	-1.8	9
COc1ccc(CNC(=O)CC2Sc3ccccc3NC2=O)cc1 (centres undefined)	0.6	-3	-5	-2	5	7	3	-0.1	1.1	7
Cc1ccc(-c2nc3c(c(=O)[nH]c(=O)n3Cc3ccccc3)n2Cc2ccccc2)o1	.	.	38*	10	3	-3	-5	-0.1	.	4
O=C(Nc1ccc(Cc2ccncc2)cc1)c1cc([N+](=O)[O-])ccc1N1CCOCC1	.	-14	0	25	5	15	-1	-0.3	4.0	4
CC(=O)N1N=C(c2ccc3nccnc3c2)CC1c1ccccc1 (centres undefined)	17	2	1	1	0	25	0	-0.2	-0.2	-5
CCOc1ccc(C(=O)N/N=C(\c2ccccc2)c2ccccn2)cc1	0.9	8	0	32*	0	24	.	-0.3	2.5	5
CC(=O)Nc1ccc(C(=O)N2CCCC(c3cc(C(=O)NCc4ccc(F)cc4)no3)C2)cc1 (centres undefined)	2.5	.	-3	0	.	.	.	-0.3	.	.
CCOC(=O)c1c(C)[nH]c(NC(=O)NNC(=O)c2ccc(OC)cc2)c1C	-0.7	12	1	-2	.	.	2	i	4.4	11
CCC(C)Sc1ccc([C@H]2N[C@@](CC(C)C)(C(=O)OC)[C@H]3C(=O)N(C)C(=O)[C@@H]23)cc1 (some centres undefined)	-0.5	-15	5	3	.	.	-28	i	-1.6	1
O=C(O)CSc1ncnc2sc(-c3ccccc3)cc12	.	-17	6	19	11	-14	-10	-1.4	-3.7	9
Cc1ccn2c(CNCCn3nc(C)cc3C)c(C(=O)N3CCCCCC3)nc2c1	-0.4	15	8	0	2	22	-10	-2.3	-3.8	2
CC(NC(=O)c1ccccc1Cl)C(=O)OCc1cn2cc(Cl)ccc2n1 (centres undefined)	-0.7	1	0	-4	.	.	12	-0.5	-1.2	0
Cc1ccc(C(=O)CSc2nnc(CNc3nc(-c4ccccc4)cs3)n2C)cc1	-0.5	-7	3	-1	4	-17	15	i	0.8	0
Cc1cc(NCc2ccccc2)n2ncnc2n1	.	8	0	-2	-3	26	5	2.9	-1.0	7
CCCn1c(C2CCCN2c2nc(-c3ccc(C)cc3)cs2)nc2cc(Cl)c(N3CCCCC3)cc21 (centres undefined)	-1.0	-1	3	8	-6	1	-5	i	-1.3	5
O=C(Nc1ccc2c(c1)OCCO2)C1CCN(S(=O)(=O)c2cccs2)CC1	14	7	0	6	-1	20	1	i	2.6	-1
COc1ccc(CCNC(=O)C(=O)NCc2ccc(Cl)cc2)cc1OC	.	3	-1	-4	4	-4	-22	-0.2	-2.1	-7
CC(C)c1c(C(=O)N/N=C/c2cccc3ccccc23)nnn1-c1nonc1N	0.4	-22	1	26	7	-3	.	i	0.2	8
CCOC(=O)C1CCN(c2ncnc3c(C)csc23)CC1	.	-6	-1	3	-5	12	-4	-0.1	-3.0	-1
CCC/C(O)=C1\C(=O)CCCC1=NCCc1c(C)[nH]c2ccc(C)cc12	-0.6	11	0	-6	0	4	.	0.1	0.8	0
NC(=O)CSc1nnc(-c2ccccn2)n1N	.	7	6	4	-4	4	6	i	-0.3	7
COc1ccc(S(=O)(=O)N2C3CCC2CC(NC(=O)C2CC2)C3)cc1 (centres undefined)	.	10	0	0	-2	18	-2	2.9	-5.2	6
COc1ccc(-n2c(-c3cccc(OC)c3)nc(=S)c3c2CCCC3)cc1	8.5	1	-1	21	1	34	-6	i	1.2	26

Among those listed so far, 4 have a cyano group:
Structure	Mtb BioA inh	Rv3671c protease	Mtb FBA inh	GDH-TPI inh	3CLpro inhibitor	VHR inh abs	SSB-PriA inh	BH1578 lux ind	UGM FP inh	MazF activator
CNC(=O)NC(=O)CSc1nc(-c2cccs2)c(C#N)c(=O)[nH]1	.	.	2	-2	3	16	-14	-0.3	.	0
N#Cc1cc(N)c(Nc2ccccc2)cc1C#N	0.6	3	4	29	-3	21	-10	i	-1.2	-11
CC1(C)CN(c2cccc(C#N)c2)C1=O	.	2	0	-9	2	33	-20	i	-1.0	5
COC(=O)C1CCN(CC(=O)Nc2sc3c(c2C#N)CCC3)CC1	-0.1	-1	1	5	2	16	-14	-0.4	.	1

Following part:
Structure	Mtb BioA inh	Rv3671c protease	Mtb FBA inh	GDH-TPI inh	3CLpro inhibitor	VHR inh abs	SSB-PriA inh	BH1578 lux ind	UGM FP inh	MazF activator
Cc1ccc2c(c1)NP(=S)(Oc1ccccc1)N2 (centres undefined)	-0.4	.	-1	11	.	.	4	-1.6	.	4
COc1ccc(-c2csc3ncnc(N4CCN(CCO)CC4)c23)cc1	.	5	4	1	-1	57*	1	i	-0.7	5
Nc1oc2ccccc2c1C(=O)Cc1ccccc1O[C@@H]1O[C@H](CO)[C@@H](O)[C@H](O)[C@H]1O	-1.0	0	-1	13	.	.	-6	-0.4	3.9	8
CC(C)(C)OC(=O)C[C@@H]1C/C=C\C[C@H](CC(=O)N[C@H](CO)Cc2ccccc2)C(=O)N[C@@H](Cc2c[nH]c3ccccc23)COC1=O	-4.6	-2	6	15	.	.	10	i	2.3	-4
CCN(CC)c1ccc(CNC(=O)C/C(C)=N/NC(=O)COc2ccc(C)cc2Br)cc1	1.5	-7	0	-2	-3	18	.	i	0.7	4
O=C(CCCc1ccccc1)c1ccc2c(c1)OCCO2	-4.3	-5	1	-2	-2	18	-96	3.3	-1.8	-6
COc1cccc(N2CCN(c3ncnc4c3[nH]c3ccc(F)cc34)CC2C)c1 (centres undefined)	25	10	0	-4	1	15	42*	-0.3	0.6	12
CC(=O)Nc1ccc(S(=O)(=O)N(C)CC(=O)OC(C)C(=O)N(C)Cc2ccccc2)cc1 (centres undefined)	1.1	2	-2	4	-2	19	-5	-1.8	-2.4	-2
